Assay outcomes from PubChem BioAssay.
TRPM1 prom inh – MITF TRPM1 promoter inhibition in SK-MEL-5 cells; SK-MEL-5 TRPM1 promoter luciferase, 24 h; inhibition, % at 12.5 µM; 330,000 tested, 0.83% active; AID 488899;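 active means mean inhibition across replicates of 60% or more, whatever share of single replicates reaches that level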; further: values of inactives mirror those of a sister screen read the other way
LMP1 NFkB inh – inhibitors of Epstein-Barr LMP1-induced NF-kappaB reporter | LMP1-induced NF-kappaB luciferase reporter cells, luminescence | inhibition, % at 12.5 µM | 350,000 tested, 0.69% active; in the data active means inhibition above about 41%;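 further: 0% = neutral control wells and 100% = reference inhibitor control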
CF NFkB block – cystic fibrosis NF-kB activation inhibition; KKLEB NF-kB-GFP reporter, PAF-induced, GFP fluorescence overnight; 360,000 tested, 0.86% active; inhibition, % at 5 µM;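 active means at least 50% inhibition at 5 µM, scaled per plate between neutral and stimulator controls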;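 further: PAF is a Pseudomonas aeruginosa culture filtrate used as stimulus; plate controls were PAF-stimulated DMSO wells for no effect and unstimulated DMSO wells for full effect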
Shn3 inh set2 – reduces Shn3 3'UTR luciferase signal in osteoblasts | Clone20 osteoblast Shn3 3'UTR firefly luciferase, 24 h | inhibition, % at 12.5 µM | 360,000 tested, 0.52% active | AID 588674;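 active means mean inhibition of at least 75% with every replicate also reaching 75%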;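 further: 0% = median of neutral control wells and 100% = pilot-screen positive control compound; some compounds past the cut are filed as inactive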
hiPSC survival – hiPSC single-cell survival enhancement; ATPlite luminescence; 100% = ROCK inhibitor wells, 0% = DMSO; AID 602274; survival enhancement, % at 20 µM; 360,000 tested, 0.044% active; in the data active means survival enhancement above about 18%;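 further: cells exposed to compounds for 16 hours before the ATP read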
TRAIL sens C8 – sensitizes caspase-8 expressing cells to TRAIL | NB7+C8 cells + TRAIL, ATPlite viability luminescence | 360,000 tested, 1% active | inhibition (viability loss, TRAIL sensitization), % at 10 µM | AID 624354;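 active means compounds causing at least 50% loss of cell viability in the single-dose screen, relative to plate controls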
NR2E3 ag-1 – agonists of human NR2E3 nuclear receptor; Q9Y5X4; CHO-S Gal4-NCOR/VP16-NR2E3 two-hybrid, luciferase; inhibition of corepressor binding, % at 3.98 µM; 360,000 tested, 0.35% active; AID 602229;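 active means inhibition above the mean of all tested compounds plus 3 SD, cut at about 70% in these data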;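 further: 0% = DMSO with NR2E3 transfected cells and 100% = cells lacking NR2E3 construct; higher means lower luciferase signal from less NR2E3 corepressor binding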
Target sequence (Q9Y5X4 whole entry, looked up, the tested form may be a part): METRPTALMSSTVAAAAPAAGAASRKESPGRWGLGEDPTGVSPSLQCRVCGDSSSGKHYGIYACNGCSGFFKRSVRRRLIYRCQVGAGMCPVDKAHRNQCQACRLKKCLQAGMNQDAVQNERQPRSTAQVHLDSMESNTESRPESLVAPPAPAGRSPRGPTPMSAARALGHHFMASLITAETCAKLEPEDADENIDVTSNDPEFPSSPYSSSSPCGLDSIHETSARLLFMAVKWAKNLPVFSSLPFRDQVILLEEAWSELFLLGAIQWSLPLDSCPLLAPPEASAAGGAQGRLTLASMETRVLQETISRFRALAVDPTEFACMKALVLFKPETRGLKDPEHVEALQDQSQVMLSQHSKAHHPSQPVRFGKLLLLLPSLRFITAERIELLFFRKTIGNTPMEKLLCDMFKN
HIF-2a block – inhibitors of HIF-2a; inhibition, % at 18.8 µM; 360,000 tested, 0.72% active; AID 624352; 786-0 RCC cells HIF-2a reporter, luciferase luminescence, overnight;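 active means inhibition of the luminescence signal of 40% or more relative to plate controls, in a single-dose primary screen at 18.75 µM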
Peg3 prom inh – Peg3 promoter activity inhibition; HeLa PEG-Prom luciferase reporter, luminescence, overnight; inhibition, % at 20 µM; 360,000 tested, 1.7% active;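 active means inhibition of at least 50% at 20 µM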
NR2E3 ag-2 – activates human photoreceptor nuclear receptor NR2E3 | AID 2300 | inhibition of corepressor binding, % at 4.78 µM | GST-NR2E3/biotin-RetCOR TR-FRET, 1536-well | 320,000 tested, 0.12% active | Q9Y5X4;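 active means percent inhibition above the cutoff of mean plus 3 SD of all tested compounds, set per screening campaign, cut at about 20% in these data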;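 further: 0% = DMSO wells and 100% = biotin wells as full block of FRET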
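Material: NR2E3–RetCOR corepressor complex | Quantity: 1.35 nM GST-tagged NR2E3 final | Schedule: 5 h at 4 °C | Replication: Singlicate compound wells | Reagent: RetCOR corepressor, biotinylated, 7 nM | Controls: Biotin wells as high control, 0.6% DMSO wells as low control | Signal: TR-FRET, Eu(K)-anti-GST donor, streptavidin-D2 acceptor, ex 340, em 617/671 nm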
KKLEB tox – counter-screen for CF NF-kB inhibitors: cytotoxicity; KKLEB CF airway cells viability, ATPlite luminescence, overnight; stronger effect = lower value; cells stimulated with P. aeruginosa culture filtrate; activity change (cytotoxicity), % at 5 µM; 360,000 tested, 0.36% active; AID 602141;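 active means corrected activity change at or below -50% at 5 µM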
An asterisk follows results filed as active; nt = no result given.

Screens in order – TRPM1 prom inh	LMP1 NFkB inh	CF NFkB block	Shn3 inh set2	hiPSC survival	TRAIL sens C8	NR2E3 ag-1	HIF-2a block	Peg3 prom inh	NR2E3 ag-2	KKLEB tox
> O=C(COC(=O)CNC(=O)c1ccco1)NCCN1C(=O)CSC1=O
 : -6	-3	0	17	-2.0	-6	0	-2	16	4	-8
> O=C(NC1CCSc2ccccc21)c1cc([N+](=O)[O-])ccc1N1CCOCC1 (configuration not stated)
 : -5	-5	1	-1	1.0	2	6	0	-20	0	-16
> COc1cccc(-c2nc(-c3ccc(C(=O)O)cc3)no2)c1
 : -4	-32	15	-101	-3.8	25	-115	-21	-10	1	-3
> O=C1CC(NCC2CCCO2)C(=O)N1c1ccc(Cl)cc1 (configuration not stated)
 : 10	-3	2	0	-2.9	-6	-7	3	8	0	7
> N#Cc1ccc(C(=O)N2CCN(c3ncccn3)CC2)cc1
 : -1	-5	-2	-9	0.1	5	-28	3	17	-1	2
> Cc1cc(N2CCN(C)CC2)nc2ccc(NC(=S)N3CCN(c4ccc(F)cc4)CC3)cc12
 : 22	0	-4	4	-0.7	4	-12	19	66*	1	-1
> COC(=O)c1noc(-c2ccc(OC)cc2)n1
 : 3	3	11	43	1.8	14	-6	13	16	4	3
> Cc1cc2occ(CC(=O)NNC(=O)c3ccccc3F)c2cc1C
 : 8	3	10	-13	0.5	1	-28	-17	0	2	-18
> CCN(CC(=O)NC1CCS(=O)(=O)C1)S(=O)(=O)c1cccc(C(C)=O)c1 (configuration not stated)
 : 6	-1	-17	0	0.4	-4	-12	8	-7	2	3
> CC(C)Cc1ccc(CN2CCCC(NC(=O)CCN3CCCCC3=O)C2)cc1 (configuration not stated)
 : 4	5	-16	15	-0.4	-18	6	-2	-18	1	10

New compounds follow.
Screens in order – TRPM1 prom inh	LMP1 NFkB inh	CF NFkB block	Shn3 inh set2	hiPSC survival	TRAIL sens C8	NR2E3 ag-1	HIF-2a block	Peg3 prom inh	NR2E3 ag-2	KKLEB tox
> O=C1NCN(C2CCCCC2)CN1
 : 1	4	9	12	-1.2	-7	-22	-2	11	nt	1
> COC(=O)c1sc2ccccc2c1NC(=O)c1cccs1
 : 7	8	-3	4	0.5	-6	-5	6	7	2	-5
> COc1ccc(S(=O)(=O)NCC(c2ccc3c(c2)OCO3)N2CCN(c3ccccc3)CC2)cc1 (configuration not stated)
 : -2	1	-17	-4	-0.6	-1	-8	10	20	0	5
> CC1CCN(CC(=O)n2c3c(c4ccccc42)CCCC3)CC1
 : -1	-10	10	15	-0.4	-1	-5	-7	4	-1	16
> Cc1cc2c(cc1S(=O)(=O)N1CCN(c3ccccc3F)CC1)OCC(=O)N2
 : 7	-8	3	-4	1.0	-14	-16	14	-8	1	-4
> CCOC(=O)C1=C(C)N=c2s/c(=C/c3ccc(OCC(=O)O)c(OC)c3)c(=O)n2C1c1ccc(Cl)cc1 (configuration not stated)
 : 5	2	-6	9	-0.8	10	-13	26	9	1	14
> COc1cc(C(=O)NCCOc2ccc(F)cc2)c(Br)c(OC)c1OC
 : 0	-1	-11	2	3.5	-3	14	9	8	3	2
> COc1cc(C)ccc1OCc1cc(C(=O)NCCN2CCCC(O)C2)no1 (configuration not stated)
 : -22	-1	-10	6	0.4	4	-21	-5	-10	0	16
> COc1ccc(S(=O)(=O)N2CCN(C(=S)NCCc3ccccc3)CC2)cc1
 : -7	-13	-5	6	-0.5	1	-24	8	22	3	0
> Cc1ccc(S(=O)(=O)Nc2cccc(NC(=O)CN3CCCCC3)c2)cc1
 : 11	7	3	26	1.9	-18	6	7	19	1	1

(more compounds)
Screens in order – TRPM1 prom inh	LMP1 NFkB inh	CF NFkB block	Shn3 inh set2	hiPSC survival	TRAIL sens C8	NR2E3 ag-1	HIF-2a block	Peg3 prom inh	NR2E3 ag-2	KKLEB tox
> Cc1cc2ccccc2c(=O)n1CC(=O)NC1CCCCCC1
 : 5	-13	9	-13	-1.1	-4	-17	29	17	-3	0
> CC1=CC(C)(C)N(S(=O)(=O)c2ccc(C)cc2)c2ccc(C)cc21
 : 47	10	44	57	0.6	12	2	14	35	2	-23
> O=C(CCN1C(=O)C2CCCCC2C1=O)Nc1ccc(Br)cc1F (configuration not stated)
 : 1	-1	3	-2	-0.3	-21	28	-23	-15	-1	0
> CCc1cc(C(=O)N2CCN(c3ncccn3)CC2)sc1C
 : -10	2	-4	5	-0.3	-11	0	-37	-17	-3	-7
> O=C(CN1C(=O)C2CC=CCC2C1=O)OCc1cc(=O)n2cc(Br)ccc2n1 (configuration not stated)
 : -10	-13	1	10	-0.5	-1	-1	10	5	1	-9
> C[C@]12CC[C@@H]3c4ccc(O[C@@H]5O[C@H](C(=O)O)[C@@H](O)[C@H](O)[C@H]5O)cc4CC[C@H]3[C@@H]1C[C@@H](O)[C@@H]2O
 : -4	-6	5	18	-0.1	-2	-1	3	2	2	6
> O=C(Nc1ccc(-c2nc3ccccc3s2)c(OC(=O)c2ccccc2)c1)c1ccccc1
 : -45	-11	-4	-19	3.0	-5	-20	-60	-72	-3	4
> Cc1nn(Cc2cccc(C(=O)Nc3ccn(Cc4ccccc4F)n3)c2)c(C)c1[N+](=O)[O-]
 : 8	14	-17	53	-1.2	12	-8	11	10	1	-5
> O=C(NC1CCCC1)C(c1cccnc1)N(Cc1ccccc1)C(=O)c1csnn1 (configuration not stated)
 : -6	-2	-4	-14	-0.7	-6	-18	9	17	1	10
> CCN(CC)S(=O)(=O)c1ccc2c(c1)nc(SC(C)C(=O)NCC1CCCO1)n2CC (configuration not stated)
 : -5	-1	-11	13	-0.1	-12	-16	10	-5	0	-8

Next section:
Screens in order – TRPM1 prom inh	LMP1 NFkB inh	CF NFkB block	Shn3 inh set2	hiPSC survival	TRAIL sens C8	NR2E3 ag-1	HIF-2a block	Peg3 prom inh	NR2E3 ag-2	KKLEB tox
> Cc1c(NC(=O)COC(=O)c2ncc(Cl)c(Cl)c2Cl)c(=O)n(-c2ccccc2)n1C
 : -4	-6	1	-21	0.9	-10	5	12	2	1	2
> O=c1[nH]c(=S)[nH]cc1Oc1ccccc1
 : 1	3	-2	12	-1.5	-9	-8	1	-5	nt	-18
> C=CCNC(=O)c1ccc(CN(c2ccc(OCC)cc2)S(=O)(=O)c2ccc(C)cc2)cc1
 : 1	8	7	9	-0.3	19	10	23	37	4	-15
> COc1ccc(/C=N/n2cnc3c([nH]c4ccc(F)cc43)c2=O)cc1CN1CCCC1
 : 86*	-12	6	-8	-0.6	34	1	10	91*	-4	0
> CCc1ccc(C(=O)Nc2cc3c(cc2Cl)OCCCO3)cc1
 : -97	-31	-4	-60	2.3	10	-177	-264	-386	4	-4
> O=c1c2ccccc2nc2n1-c1ccccc1CCC2
 : 5	21	14	4	-1.6	-10	-6	4	6	-4	6
> CCc1ccc(N=c2c([N+](=O)[O-])nn(-c3ccc4c(c3)OCCO4)n2O)cc1
 : 5	13	-10	5	0.0	-6	-76	-119	-165	-3	4
> O=C(Nc1cccc(S(=O)(=O)N2CCCCC2)c1)C1CCCC1
 : 15	1	25	-8	-0.4	11	1	7	11	0	-10
> CCOC(=O)c1cc(CC)sc1NC(=O)COC(=O)c1cc[n+]([O-])cc1
 : 0	-8	5	-16	0.5	-6	-4	8	7	3	-8
> COc1ccccc1N1C(=O)c2cccc3cccc(c23)C1=O
 : 2	-3	10	5	1.0	-16	-22	-17	0	0	-22

Two of these compounds in another layout.
| Compound | TRPM1 prom inh | LMP1 NFkB inh | CF NFkB block | Shn3 inh set2 | hiPSC survival | TRAIL sens C8 | NR2E3 ag-1 | HIF-2a block | Peg3 prom inh | NR2E3 ag-2 | KKLEB tox |
| --- | --- | --- | --- | --- | --- | --- | --- | --- | --- | --- | --- |
| COc1ccccc1N1C(=O)c2cccc3cccc(c23)C1=O | 2 | -3 | 10 | 5 | 1.0 | -16 | -22 | -17 | 0 | 0 | -22 |
| O=C(Nc1cccc(S(=O)(=O)N2CCCCC2)c1)C1CCCC1 | 15 | 1 | 25 | -8 | -0.4 | 11 | 1 | 7 | 11 | 0 | -10 |

Other compounds:
Screens in order – TRPM1 prom inh	LMP1 NFkB inh	CF NFkB block	Shn3 inh set2	hiPSC survival	TRAIL sens C8	NR2E3 ag-1	HIF-2a block	Peg3 prom inh	NR2E3 ag-2	KKLEB tox
> COc1cc([N+](=O)[O-])ccc1NC(=O)CSc1nccn1C
 : 0	1	-9	-7	-0.7	-1	-8	-21	-18	1	-8
> N/C(=N\OC(=O)COc1ccc2ccccc2c1)c1ccncc1
 : -16	5	9	-5	-0.4	12	-43	-213	-77	0	-6
> COC(=O)c1ccccc1NC(=S)NC(=O)c1ccccc1
 : -10	5	-24	-5	3.1	-2	33	-21	4	4	-12
> O=C(COc1ccc(F)cc1Br)NCC1COc2ccccc2O1 (configuration not stated)
 : nt	5	-25	-15	2.6	3	-36	-55	-28	nt	16
> Cc1nccc(-c2cccc(NC(=O)Nc3ccc(Cl)cc3)c2)n1
 : -25	3	11	8	-0.6	-10	-17	-50	-39	2	-4
> O=C(Nc1cc(Cl)ccc1-n1cncn1)c1ccc([N+](=O)[O-])o1
 : 53	-3	-3	-28	-0.5	25	11	15	9	-1	-9
> C/C(=N/NS(=O)(=O)c1ccc(C)c(C)c1)c1ccncc1
 : 1	4	6	7	-0.3	10	10	13	13	-2	-1
> O=c1c(Cl)c2oc3ccccc3nc-2c2ccccc12
 : 63*	-13	-57	8	-0.4	13	-7	-20	-15	1	8
> O=C1N=C(N2CCN(c3cccc4ccccc34)CC2)S/C1=C/c1cccs1
 : -8	78*	-17	9	5.7	-3	4	-6	21	8	5
> CC(C)c1ccc(S(=O)(=O)NCCCN2CCOCC2)cc1
 : nt	-7	10	14	1.2	2	-18	9	5	nt	-3
> CCn1cc(S(=O)(=O)CC(=O)Nc2ccc(C)cc2)c2ccccc21
 : 10	1	3	-8	-0.6	6	-13	8	20	3	6
> COc1ccccc1CC1(C)NC(=O)N(CC(=O)N2CCc3ccccc3C2)C1=O (configuration not stated)
 : 0	8	5	16	-1.0	2	-9	-5	-4	5	0
> Cc1cccc(CNC(=O)c2ccc3nc(Cc4ccccc4F)oc3c2)n1
 : -79	-44	-74	-24	-0.2	2	-73	-239	-227	1	-10

This is a subset (hit frequency here may not be typical).
